# Bioassay records deposited in PubChem BioAssay by several laboratories.
# VHR inh abs: VHR1 phosphatase inhibitors, primary screen, biochemical, absorbance, uHTS. Dual specificity protein phosphatase 3 (Homo sapiens), P51452. recombinant VHR phosphatase, pNPP absorbance. inhibition, % at 13.3 µM. 290,000 compounds, 0.52% hits. AID 1654, 2009; in the data active = inhibition above about 50%; also: some compounds called inactive have numbers as strong as hits
# Vc quorum ag: inducers of Vibrio cholerae quorum light production without autoinducers, primary screen, BH1578 luxS cqsA deficient, single point. V. cholerae BH1578 lux reporter, luminescence, 6 h. activation, % at 18.7 µM. 350,000 compounds, 0.16% hits. AID 588436, 2011; in the data active = activation mostly above about 9.7%, no sharp cut-off; also: not every result past the cut was called active; inactives centre near 0; reference of the scale not given here
# PriA SSB inh: inhibitors of Klebsiella pneumoniae PriA binding to SSB C-terminal tail, primary screen, biochemical, AlphaScreen. AlphaScreen SSBct-PriA binding, biotinylated peptide. inhibition, % at 33 µM. PriA–SSB C-terminal tail interaction (Klebsiella pneumoniae). AID 1272365, 2023. 430,000 compounds, 0.6% hits; in the data active = inhibition mostly above about 37%, no sharp cut-off; inactive = mostly below about 20%;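 also: plate controls were negative control peptide for no effect and reference peptide for full effect; strong numbers were not always called active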
# TcdB GH inh: TcdB glycohydrolase inhibitors, primary screen, biochemical, single point, plate reader | Toxin B (Clostridioides difficile), P18177 | TcdB glycohydrolase enzymatic assay | inhibition, % at 9.99 µM | 350,000 compounds, 0.24% hits; in the data active = inhibition above about 10%
# Rv3671c protease: Rv3671c serine protease inhibitors, primary screen, biochemical, fluorescence polarization, M. tuberculosis H37Rv. P9WHR9. inhibition, % at 5.96 µM. 320,000 compounds, 0.048% hits. AID 2606, 2010; in the data active = inhibition above about 38%;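 also: extracellular domain of Rv3671c used as enzyme; 0% = enzyme with DMSO and 100% = no enzyme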
# MazEF act: activators of E. coli MazEF toxin-antitoxin RNase, primary screen, biochemical, fluorescence, uHTS. Endoribonuclease toxin MazF (Escherichia coli (strain K12)), P0AE70. FAM/BHQ RNA-DNA oligo cleavage fluorescence, 5 h. activation, % at 20 µM. 350,000 compounds, 0.32% hits; in the data active = activation above about 50%
# SARS 3CLpro inh: SARS-CoV 3CLpro protease inhibitors, primary screen, biochemical, quenched FRET | Replicase polyprotein 1ab (Severe acute respiratory syndrome coronavirus), P0C6X7 | recombinant SARS-CoV 3CLpro, quenched FRET peptide cleavage | inhibition, % at 6 µM | 290,000 compounds, 0.14% hits | AID 1706, 2009; in the data active = inhibition above about 12%
# Y pestis TopoI: Yersinia pestis topoisomerase I inhibitors, primary screen, biochemical, cleavage product accumulation, plate reader, single point | activity, % at 10 µM | 360,000 compounds, 0.064% hits | Y. pestis Topo-I cleavage product accumulation; in the data active = activity above about 50%, passing the limit was not always enough; also: inactives centre near 2
# CCHF vOTU inh: CCHFV vOTU protease inhibitors, primary screen, biochemical, Pep-AMC substrate, fluorescence. inhibition, % at 11.5 µM. 370,000 compounds, 0.55% hits; in the data active = inhibition above about 30%; also: 0% = vehicle wells with enzyme and 100% = no enzyme wells
# PrPC surface inh: inhibitors of human cell surface prion protein PrPC, primary screen, cell-based, TR-FRET; 370,000 compounds, 0.43% hits; TR-FRET read-out; inhibition, % at 13.8 µM; in the data active = inhibition above about 24%; also: 0% = median of the test wells and 100% = reference compound wells
# Starred values were filed as active, the others as inactive; i = inactive; . = no result given; & = joins results of further samples. An excerpt. The share of hits here may be higher or lower than overall.
SMILES,VHR inh abs,Vc quorum ag,PriA SSB inh,TcdB GH inh,Rv3671c protease,MazEF act,SARS 3CLpro inh,Y pestis TopoI,CCHF vOTU inh,PrPC surface inh
Cc1cccc(C)c1NC(=O)C1CCCCN1C (stereo not drawn),8.6,0.7,-0.8,1.9,-1.6,7.8,-0.3,-1.8,7.2,-2.8
COc1cc2nc(N3CCN(C(=O)[C@H]4COc5ccccc5O4)CC3)nc(N)c2cc1OC,25.1,-0.3,-0.5,2.1,-1.9,11.7,-6.4,-26.1,-53.0,-10.1
O=c1cc(-c2ccc(O)cc2)oc2cc(O[C@@H]3O[C@H](CO)[C@@H](O)[C@H](O)[C@H]3O[C@@H]3OC[C@](O)(CO)[C@H]3O)cc(O)c12,24.0,-0.3,9.8,-0.2,7.5,1.1,-1.0,-2.4,16.0,-10.2
COc1ccc2nc(NC(=O)Nc3ccccc3)sc2c1,8.6,6.2,-6.1,1.3,6.2,13.8,4.0,-9.6,3.9,7.9
C=C1c2cccc(O)c2C(O)=C2C(=O)[C@]3(O)C(O)=C(C(N)=O)C(=O)[C@@H](N(C)C)[C@@H]3[C@@H](O)[C@H]12,21.1,-0.5,6.6,0.0,50.4*,1.1,8.0,-28.5,17.4,12.8
CCCOC(=O)c1ccc(O)cc1,.,-0.5,-3.0,-0.1,-6.3,-1.0,.,-5.8,-4.5,0.3
CC(=O)Nc1ccccc1,.,0.1,0.4,1.8,4.1,5.9,.,5.2,-4.9,5.6
Cn1c(=O)c2c(ncn2CCO)n(C)c1=O,25.6,6.2,-11.5,1.4,0.4,-1.7,-1.5,-3.9,9.4,-2.6
O=C1Cc2c([nH]c3ccc([N+](=O)[O-])cc23)-c2ccccc2N1,.,i,-1.7,1.0,.,-17.1,.,1.7,-3.2,4.8
Cc1[nH]c2ccccc2c1/C=N/NC(N)=S,1.4,-0.4,.,0.1,5.3,14.6,-13.7,-6.8,9.5,-6.2
COc1ccc(/C=C/C(=O)O)cc1,.,-0.5,-10.0&-8.4,1.8,-3.0,4.4,.,-3.9,-1.4,3.1
NNC(=O)CP(=O)(c1ccccc1)c1ccccc1,.,-0.3,-7.5,0.5,2.1,-1.2,.,10.1,4.6,0.7
NC(N)=NC(=O)Cc1c(Cl)cccc1Cl,8.6,i,-0.1,1.7,-4.4,6.0,7.8,7.1,-1.4,-1.1
COc1ccc(CN2CCN(C(c3ccc(F)cc3)c3ccc(F)cc3)CC2)c(OC)c1OC,.,i,22.9,1.4,-0.5,-8.1,.,14.0,0.1,-2.7
COC(c1ccccc1)(c1ccccc1)C(Oc1nc(C)cc(C)n1)C(=O)O (stereo not drawn),17.8,0.2,1.3,4.6,5.3,3.5,2.7,1.9,-10.6,-3.7
O=C(Nc1ccc(C(=O)O)c(O)c1)c1ccccc1,22.4,i,10.8,-1.0,-9.6,5.0,-5.4,4.9,-13.1,0.7
Cc1cccc2c1NC(=O)/C2=C\C(=O)c1cccs1,-11.1,i,-9.4,.,1.1,8.2,-1.3,-6.3,-6.2,-2.8
CC[C@]1(O)C[C@@H]2CN(CCc3c([nH]c4ccccc34)[C@@](C(=O)OC)(c3cc4c(cc3OC)N(C)[C@H]3[C@@](O)(C(=O)OC)[C@H](OC(C)=O)[C@]5(CC)C=CCN6CC[C@]43[C@@H]65)C2)C1,-8.9,0.2,20.5,-3.8,-17.3,-23.5,.,10.0,6.3,0.1
O=C(O)CNC(=O)c1ccccc1,.,0.8,-2.6,1.1&1.4,5.0,3.1,.,-0.1,-4.0&2.4,-2.2&2.6
CC(C)(CO)C(O)C(=O)NCCCO (stereo not drawn),.,i,-1.2,0.1,9.3,-0.1,.,-4.5,1.5,3.0
C[C@H]1c2cccc(O)c2C(O)=C2C(=O)[C@]3(O)C(O)=C(C(N)=O)C(=O)[C@@H](N(C)C)C3[C@@H](O)C21 (stereo partly drawn),.,-0.2,.,-0.8,-33.6,7.3,.,-14.7,4.5,3.7
CC12CCC(=O)C=C1CCC1C2CCC2(C)C1CC[C@]2(O)C(=O)CO (stereo partly drawn),-22.9,-0.2,7.6,-1.3,-4.3,0.4,-0.7,-1.7,1.2,-5.9
C/C=C(/C)C(=O)O[C@@H]1c2cc(OC)c(OC)c(OC)c2-c2c(cc3c(c2OC)OCO3)C[C@H](C)[C@]1(C)O,11.1,i,3.9,0.7,-9.4,6.6,.,19.6,-2.4,-4.5
COc1c(O)cc2c(c1O)[C@@H]1OC(CO)C(O)C(O)[C@H]1OC2=O (stereo partly drawn),.,0.2,-16.9,-6.8,.,1.0,.,-3.7,6.0,8.2
CCCCOc1ccc(CC(=O)NO)cc1,16.3,12.5,-1.1,2.0,3.4,9.1,-2.4,-1.1,-1.8,2.0
CCOC(=O)NNc1nncc2ccccc12,.,-0.8,-10.3,-3.5,-8.3,5.0,.,0.3,0.4,-4.8
O=C(O)/C=C/c1ccc(O)cc1,.,-0.4,-18.9,9.0,-2.2,-29.7,.,0.1,-1.9,-5.0
COc1c(O)cc2c(c1O)[C@@H]1O[C@H](CO)[C@@H](O)[C@H](O)C1OC2=O (stereo partly drawn),.,-0.5,-4.4,-2.6,-8.5,-14.9,.,-1.9,27.4,0.0
Nc1c2c(nc3ccccc13)CCCC2O (stereo not drawn),.,1.1,-4.7,0.5,.,9.3,.,1.4,-0.4,-7.4
C/C=C(/C)C(=O)OC1c2c(ccc3ccc(=O)oc23)OC(C)(C)C1OC(=O)/C(C)=C\C (stereo not drawn),7.4,-0.6,-16.2,0.4,-19.1,-15.9,3.2,17.4,7.3,11.9

# Some of the entries above in another layout:
# Below each compound – VHR inh abs | Vc quorum ag | PriA SSB inh | TcdB GH inh | Rv3671c protease | MazEF act | SARS 3CLpro inh | Y pestis TopoI | CCHF vOTU inh | PrPC surface inh
- CC12CCC(=O)C=C1CCC1C2CCC2(C)C1CC[C@]2(O)C(=O)CO (stereo partly drawn)
    -22.9 | -0.2 | 7.6 | -1.3 | -4.3 | 0.4 | -0.7 | -1.7 | 1.2 | -5.9
- C/C=C(/C)C(=O)O[C@@H]1c2cc(OC)c(OC)c(OC)c2-c2c(cc3c(c2OC)OCO3)C[C@H](C)[C@]1(C)O
    11.1 | i | 3.9 | 0.7 | -9.4 | 6.6 | . | 19.6 | -2.4 | -4.5
- COc1c(O)cc2c(c1O)[C@@H]1OC(CO)C(O)C(O)[C@H]1OC2=O (stereo partly drawn)
    . | 0.2 | -16.9 | -6.8 | . | 1.0 | . | -3.7 | 6.0 | 8.2
- CCCCOc1ccc(CC(=O)NO)cc1
    16.3 | 12.5 | -1.1 | 2.0 | 3.4 | 9.1 | -2.4 | -1.1 | -1.8 | 2.0
- CCOC(=O)NNc1nncc2ccccc12
    . | -0.8 | -10.3 | -3.5 | -8.3 | 5.0 | . | 0.3 | 0.4 | -4.8
- O=C(O)/C=C/c1ccc(O)cc1
    . | -0.4 | -18.9 | 9.0 | -2.2 | -29.7 | . | 0.1 | -1.9 | -5.0

# More structures follow.
SMILES,VHR inh abs,Vc quorum ag,PriA SSB inh,TcdB GH inh,Rv3671c protease,MazEF act,SARS 3CLpro inh,Y pestis TopoI,CCHF vOTU inh,PrPC surface inh
O=c1ccn([C@H]2C[C@H](O)[C@@H](CO)O2)c(=O)[nH]1,.,i,-10.6,-0.4,3.2,3.8,.,9.6,-3.7,6.6
COc1cc([C@H]2Oc3cc([C@H]4Oc5cc(O)cc(O)c5C(=O)[C@@H]4O)ccc3O[C@@H]2CO)ccc1O,17.3,-3.0,-7.9,2.3,-3.0,-5.4,0.4,-12.2,11.7,6.3
COC(=O)C1=CO[C@@H](OC2OC(CO)C(O)C(O)C2O)[C@@H]2[C@@H](C)[C@@H](O)C[C@H]12 (stereo partly drawn),.,-0.4,-12.0,0.5,-4.6,-7.2,.,2.4,-5.8,-0.9
CN(C)CCOc1ccccc1Cc1ccccc1,8.6,i,-5.0,-1.0,-1.1,7.0,-1.1,1.1,12.6,1.8
CC1OC(CC(=O)O)CC2=C1C(=O)c1c(O)cccc1C2=O (stereo not drawn),.,i,2.6,0.0,.,-7.3,.,-11.9,92.9*,71.1*
COc1ccc(/C=N/NC(=O)c2ccncc2)cc1OC,-4.4,i,.,0.2,-6.1,2.0,5.7,-1.5,22.3,-8.9
Cc1cc(C)cc(OCC2CNC(=O)O2)c1 (stereo not drawn),.,-0.7,.,0.3,.,6.9,.,0.9,-3.8,-4.4
CNc1c2c(nn1C)CCCC2,-34.8&1.8,i,2.5,2.4&0.8,-12.2,-0.9&-6.9,-0.2&4.5,-3.8&1.5,-2.6&-1.6,6.5&-2.9
C[C@@H]1C[C@H]2[C@@H]3C[C@H](F)C4=CC(=O)C=C[C@]4(C)[C@@]3(F)[C@@H](O)C[C@]2(C)[C@@]1(O)C(=O)COC(=O)C(C)(C)C,-18.4,i,-0.5,-8.0,-12.0,-2.7,-2.2,11.7,14.9,9.6
CCn1cc(C(=O)O)c(=O)c2cc(F)c(N3CCNCC3)nc21,.,i,-3.2,0.8,.,-1.8,.,-0.1,6.2,0.7
Nc1ncnc2nc[nH]c12,1.6,0.4&-0.1&-0.4,-4.4,0.5&1.4&-0.4,2.5&-1.7&-4.8,5.1&0.1&1.3,-1.3,3.3&-9.8&4.3,-4.0&1.2&-1.5,5.0&1.2&-2.8

# Full records, looked up by structure.
# Listed for CN(C)CCOc1ccccc1Cc1ccccc1 = VHR inh abs: 8.6; Vc quorum ag: i; PriA SSB inh: -5.0; TcdB GH inh: -1.0; Rv3671c protease: -1.1; MazEF act: 7.0; SARS 3CLpro inh: -1.1; Y pestis TopoI: 1.1; CCHF vOTU inh: 12.6; PrPC surface inh: 1.8
# Listed for COC(=O)C1=CO[C@@H](OC2OC(CO)C(O)C(O)C2O)[C@@H]2[C@@H](C)[C@@H](O)C[C@H]12 (stereo partly drawn) = VHR inh abs: .; Vc quorum ag: -0.4; PriA SSB inh: -12.0; TcdB GH inh: 0.5; Rv3671c protease: -4.6; MazEF act: -7.2; SARS 3CLpro inh: .; Y pestis TopoI: 2.4; CCHF vOTU inh: -5.8; PrPC surface inh: -0.9
